APJ agonist: agonists of human APJ apelin receptor | P35414 | CHO-K1 APJ PathHunter beta-arrestin, luminescence; 0% DMSO wells, 100% apelin | activation, % at 20 µM | 330,000 compounds, 0.11% hits;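 active means activation more than six SD over the plate average, tested at 20 µM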;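 further: 0% = DMSO alone and 100% = apelin-13 at 10 nM; some results filed as inactive read as strong as hits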
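Incubation: overnight seeding, 90 min compound at 25 °C, 1 h detection; test system: PathHunter CHO-K1 APJ (AGTRL-1) beta-arrestin reporter cells; amount: 1000 cells/well; doses: one dose, 20 µM compound, 1% DMSO; measured by: beta-gal luminescence; measure: agonist-driven arrestin binding to APJ; benchmarks: negative DMSO alone, positive Apelin-13 at 10 nM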
CCR6 antag: blocks CCL20-driven beta-arrestin recruitment at human CCR6 | P51684 | CHO-K1 CCR6 PathHunter beta-arrestin, luminescence, CCL20-stimulated | inhibition, % at 20 µM | 340,000 compounds, 0.49% hits;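 active means compounds whose inhibition of the agonist-driven luminescence signal at 20 µM reaches about 50%, limit read from the data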;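 further: cells stimulated with CCL20 at 14 nM final; plate controls were DMSO with CCL20 for no effect and DMSO without agonist for full effect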
tim23-1 inh: tim23-1 yeast growth inhibition. inhibition, % at 20 µM. S. cerevisiae tim23-1 growth, BacTiter-Glo luminescence, 24 h. 330,000 compounds, 1.3% hits. AID 463212;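 active means growth inhibition of the mutant yeast at or above 50%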;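 further: temperature-sensitive mutant grown at 25 °C; plate controls were DMSO-treated mutant yeast for no effect and medium wells lacking yeast for full effect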
APJ antagonist: antagonists of human APJ apelin receptor | inhibition, % at 20 µM | CHO-K1 APJ beta-arrestin complementation, luminescence | P35414 | 330,000 compounds, 0.32% hits;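 active means inhibition above about 40% at 20 µM, limit read from the data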;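 further: cells challenged with 10 nM apelin-13 agonist together with compound; plate controls were apelin-13 plus DMSO wells for no effect and DMSO wells lacking apelin-13 for full effect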
EBI2 antag: blocks human EBI2 receptor beta-arrestin signaling; AID 651636; P32249; 360,000 compounds, 0.81% hits; inhibition, % at 5 µM; EBI2 beta-arrestin recruitment, luminescence, 7a,25-OHC stimulated; in the data active means inhibition above about 38%;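 further: enzyme fragment complementation signal reports receptor beta-arrestin coupling in cells; 0% = agonist plus DMSO wells and 100% = wells without agonist; some results beyond the cut were filed as inactive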
UPR XBP1 act: activators of adaptive arm of unfolded protein response (XBP1). CHO-XBP1 luciferase reporter, IRE1-XBP1 UPR activation, luminescence; percent of tunicamycin response, DMSO as zero. AID 463104. activation, % at 20 µM. 330,000 compounds, 0.33% hits;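 active means versus positive control, 20 µM dose yields 30% or more activation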;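 further: 100% = tunicamycin at 10 µg/mL and 0% = DMSO only wells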
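Assay system: IRE1-XBP1 luciferase reporter CHO line. Input: 1000 cells/well. Buffer or medium: F12 with 10% serum. Doses: 20 µM, 1% DMSO. Times: overnight seeding at 37 °C, 6 h compound treatment at 37 °C. Technique: Steady-Glo luciferase glow luminescence, 10 min after reagent addition.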
CHOP UPR activ: apoptotic UPR (CHOP) activation | CHO-CHOP luciferase reporter, luminescence; percent of tunicamycin response over DMSO baseline | activation, % at 10 µM | 330,000 compounds, 0.34% hits | AID 449763;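 active means at 10 µM dose, activation of 40% or more, normalized to positive control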;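 further: 100% = tunicamycin at 10 µg/mL and 0% = DMSO alone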
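assay system = CHO CHOP reporter cells | amount = 500 CHO-CHOP cells per well | buffer or medium = F12 with 10% FBS | incubation = 16-18 h cell attachment, then 6 h compound exposure, 37 °C | detection = luminescence read with Steady-Glo | read-out = percent activation relative to tunicamycin control | controls = tunicamycin high control, DMSO low control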
Mdm2-MdmX inh: disrupts the human Mdm2-MdmX interaction | SaOS-2 split-luciferase Mdm2/MdmX complementation, luminescence | inhibition, % at 8 µM | 330,000 compounds, 3% hits | AID 485346;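 active means inhibition of at least 50% at 8 µM in the primary screen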
Target sequence (O15151 whole entry, looked up): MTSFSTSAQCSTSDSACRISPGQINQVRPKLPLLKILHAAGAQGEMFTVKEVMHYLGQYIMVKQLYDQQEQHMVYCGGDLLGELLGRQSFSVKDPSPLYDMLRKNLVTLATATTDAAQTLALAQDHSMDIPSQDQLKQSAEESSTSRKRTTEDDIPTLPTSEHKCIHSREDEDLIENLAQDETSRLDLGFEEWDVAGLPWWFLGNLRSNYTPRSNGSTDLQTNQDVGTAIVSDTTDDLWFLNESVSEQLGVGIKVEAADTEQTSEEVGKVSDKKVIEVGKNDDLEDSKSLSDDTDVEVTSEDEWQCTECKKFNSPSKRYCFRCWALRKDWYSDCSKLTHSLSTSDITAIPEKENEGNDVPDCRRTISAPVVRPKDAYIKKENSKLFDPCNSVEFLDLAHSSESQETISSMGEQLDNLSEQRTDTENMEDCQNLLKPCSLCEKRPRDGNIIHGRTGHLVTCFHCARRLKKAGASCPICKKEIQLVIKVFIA
Target sequence (Q00987 whole entry, looked up): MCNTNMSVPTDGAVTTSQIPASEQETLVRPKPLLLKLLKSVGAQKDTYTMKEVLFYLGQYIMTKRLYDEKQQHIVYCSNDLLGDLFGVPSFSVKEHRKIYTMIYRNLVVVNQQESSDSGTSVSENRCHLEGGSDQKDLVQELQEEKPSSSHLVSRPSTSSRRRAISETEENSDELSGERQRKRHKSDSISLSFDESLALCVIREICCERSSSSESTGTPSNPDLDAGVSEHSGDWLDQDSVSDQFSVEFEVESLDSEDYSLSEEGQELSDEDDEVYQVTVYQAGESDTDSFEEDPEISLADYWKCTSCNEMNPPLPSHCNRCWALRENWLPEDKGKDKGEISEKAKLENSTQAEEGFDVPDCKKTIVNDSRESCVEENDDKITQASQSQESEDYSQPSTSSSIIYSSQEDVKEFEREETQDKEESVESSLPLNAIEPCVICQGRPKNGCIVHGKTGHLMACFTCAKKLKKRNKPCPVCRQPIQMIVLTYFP
CXCR6 block: inhibitors of human CXCR6 receptor; AID 602244; CHO-K1 PathHunter CXCR6 beta-arrestin, luminescence; inhibition, % at 20 µM; O00574; 360,000 compounds, 0.36% hits; in the data active means inhibition above about 34%, passing the limit was not always enough;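 further: antagonist mode with CXCL16 agonist at 10 nM final; 0% = 10 nM CXCL16 with DMSO and 100% = unstimulated wells without agonist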
Numbers without * were called inactive; . = no result given.

SMILES | APJ agonist | CCR6 antag | tim23-1 inh | APJ antagonist | EBI2 antag | UPR XBP1 act | CHOP UPR activ | Mdm2-MdmX inh | CXCR6 block
Cc1ccc2c(c1)NC(=O)C(CC(=O)N(C)Cc1ccccc1)O2 (configuration not stated) | -2 | -4 | 19 | 19 | -1 | 2 | -1.1 | -4 | 2
Nc1nnc(SCC(=O)NCC(=O)Nc2ccc(F)c(F)c2F)s1 | -2 | 2 | -5 | -11 | -12 | -1 | -1.6 | -11 | -4
COc1ccc(CCNC(=O)C/C(C)=N/NC(=O)c2ccc(N)cc2)cc1OC | -3 | 20 | 1 | -22 | -6 | -2 | 1.7 | 12 | 5
COc1cc2c(cc1O)CC[n+]1cc3c(OC)c(OC)ccc3cc1-2 | 5 | 0 | -1 | 4 | -5 | 3 | -0.2 | 5 | -12
OC(COc1ccc2c(c1)CCC2)CN1CCN(c2ccccc2F)CC1 (configuration not stated) | 1 | -2 | -39 | 15 | 14 | 0 | -0.9 | 12 | 5
COc1ccc(NC(=O)c2coc3ccccc23)cc1OC | 0 | 15 | 36 | 18 | 12 | 3 | 4.5 | -3 | 12
O=c1c2ccc(Cl)cc2[nH]c(=S)n1Cc1cccnc1 | -2 | 10 | -21 | 10 | -16 | 0 | -0.3 | 2 | -1
O=C(CSc1nc2ccsc2c(=O)n1Cc1ccc(C(=O)O)cc1)NCc1ccco1 | 3 | -2 | 6 | -3 | 7 | -2 | 2.7 | 10 | -4
COc1cccc(C(=O)C2CCCN(Cc3cn[nH]c3C3CCCCC3)C2)c1 (configuration not stated) | -2 | 12 | 11 | 16 | 10 | -1 | -1.8 | -13 | 1
CN(CCOc1ccc(-c2ccn(S(=O)(=O)c3c(Cl)cccc3Cl)n2)cc1)c1ccccn1 | -2 | 6 | 11 | -5 | 18 | -1 | -1.5 | 8 | 3
CCCCN1C(=O)C(=O)N(CC(=O)NC2CCCc3ccccc32)C1=O (configuration not stated) | -2 | 16 | 12 | 0 | -4 | -3 | 1.6 | -6 | 10
CCCCc1cc(=O)oc2c(C)c(OCC(=O)NCc3ccccn3)ccc12 | -13 | 13 | 12 | -5 | -3 | -1 | -1.4 | 10 | 4
CC1Cc2ccccc2N1C(=S)Nc1cccc(S(=O)(=O)N(C)C)c1 (configuration not stated) | 1 | 16 | 13 | 12 | -3 | -2 | 0.7 | -4 | -1
O=C1CSc2ccc(S(=O)(=O)NCc3ccc(Cl)cc3)cc2N1 | 0 | 11 | 33 | 13 | -1 | -7 | 0.5 | 21 | -12
CCCN1CCC(=NNc2ccc(S(=O)(=O)N3CCOCC3)cc2[N+](=O)[O-])CC1 | 5 | 1 | 16 | -6 | 0 | 2 | -1.3 | 43 | 3
CCCCCC(=O)N(CN1C(=O)CCC1=O)c1ccccc1 | -5 | 2 | 9 | 17 | -10 | 0 | -1.1 | -1 | 2
Cc1cccc(CN2C(=O)c3ccccc3Sc3ccc(C(=O)NCCCN4CCOCC4)cc32)c1 | -4 | 3 | -7 | 10 | 6 | -5 | 1.8 | 18 | 8
Cn1c(NC(=S)Nc2ccccc2)nc2ccccc21 | -4 | -19 | 33 | 41* | 7 | -1 | 7.3 | -91 | -10
C[C@H](CS)C(=O)N1CCC[C@H]1C(=O)O | 5 | -9 | 0 | 1 | -4 | -6 | -0.5 | -1 | 3
COCc1nnc(NC(=O)C2CC(=O)N(CCc3ccc(F)cc3)C2)s1 (configuration not stated) | -1 | 15 | 18 | -2 | -3 | 2 | 1.8 | 0 | 0
Nc1nonc1C(=O)NCCNC(=O)c1cccs1 | 4 | 6 | 5 | 5 | -1 | -4 | -2.4 | -6 | -2
C/C(=N/NC(=O)c1cc(-c2ccccc2)nc2c(Cl)cccc12)c1cccnc1 | 5 | 11 | 21 | -13 | 1 | 2 | -1.1 | 17 | -11
CC(C)Oc1ccc(OCCn2c(S(=O)(=O)O)nc3c(N)ncnc32)cc1 | -3 | 16 | 11 | 2 | -5 | -1 | -1.3 | 14 | 0
Cn1c(=O)c2c(nc(N3CCN(Cc4ccccc4)CC3)n2CCCc2ccccc2)n(C)c1=O | -3 | -11 | 11 | 11 | 38 | -3 | -1.0 | 6 | 3
Cc1ccc(-c2nn(-c3ccccc3)cc2C=C2C(=O)CC(C)(C)CC2=O)cc1 | 6 | -26 | 66* | -15 | 53* | 13 | 48* | 2 | -14
O=C(c1cc2cc(F)ccc2[nH]1)N1CCCC(Nc2ccc(F)cc2)C1 (configuration not stated) | -1 | 1 | 45 | -37 | 8 | -3 | -0.1 | 10 | 0
COc1ccc(S(=O)(=O)N(C)Cc2cccs2)cc1Br | -1 | 21 | 25 | -2 | 10 | 2 | -0.7 | 17 | -1
CNC(=O)c1cn(-c2ccc(Cl)cc2)c(=O)c2ccccc12 | -2 | 5 | 14 | 0 | 11 | -1 | 0.1 | 14 | -2
COc1ccc(S(=O)(=O)N2CCC(N3CCN(c4ccccc4)CC3)CC2)cc1 | -2 | . | -11 | -20 | . | -1 | -3.1 | -14 | .
COc1ccc(C)cc1Nc1nc(-c2c(C)[nH]c3ccccc23)cs1 | -1 | 2 | 26 | 9 | 3 | -4 | -1.4 | 4 | -1
Nc1nc(O)c(Sc2ccccc2[N+](=O)[O-])c(=O)[nH]1 | 2 | -5 | 20 | 3 | 4 | -1 | 0.5 | -18 | 5
CC(C)C[C@H](NC(=O)CCCn1nnc2ccccc2c1=O)C(=O)O | -6 | 9 | 1 | 13 | 4 | 0 | 1.5 | 20 | 6
CC(NC(=O)c1ccco1)C12CC3CC(CC(C3)C1)C2 (configuration not stated) | -2 | 2 | 47 | -48 | -16 | 2 | -0.5 | 7 | 9
CSCCC(NC(=O)c1ccccc1)C(=O)N1CC(C)OC(C)C1 (configuration not stated) | -3 | -5 | -1 | -15 | -4 | -3 | 2.4 | -8 | 1
Cc1cc(C)n(-c2nc3ccccc3nc2N2CCCCCC2)n1 | -3 | 0 | 27 | 22 | 7 | 0 | -1.2 | 14 | 2
O=C(NCCc1csc(-c2cccnc2)n1)c1ccc(Cl)cc1 | -4 | -2 | 4 | 8 | 12 | -1 | 1.3 | 17 | 3
CCc1ccc(Oc2coc3cc(O)ccc3c2=O)cc1 | 0 | -1 | 32 | -43 | 2 | -1 | 2.0 | 21 | -3
Cc1ccccc1OCC(=O)Nc1ccc2c(c1)ncn2C | 7 | -6 | 20 | -1 | -8 | 8 | 3.0 | -9 | -4
CC(C)(C#CC(O)(c1ccccc1)c1ccccc1)N1CCCCC1 | -2 | 13 | 1 | 0 | 1 | -4 | -1.7 | 12 | 3
FC(F)(F)c1cc(C(F)(F)F)c2ccc(Oc3ccccc3)nc2n1 | 2 | 17 | 7 | -3 | -5 | -1 | 0.1 | -8 | 3
CC(CNCC1CCCO1)COc1ccccc1 (configuration not stated) | 3 | -4 | 18 | 10 | 9 | 0 | 0.6 | -21 | 1
CC1=C/C(=N\S(=O)(=O)c2ccccc2)C(C(C)C)=CC1=O | 1 | -7 | 28 | -5 | -6 | -3 | 0.7 | 19 | 2
Cc1nc2cc3sc(C)nc3cc2s1 | 1 | -4 | 10 | -9 | -7 | 0 | 3.9 | -11 | -4
Cc1c(NC(=O)c2ccccc2F)c(=O)n(-c2ccccc2)n1C | -3 | -13 | -2 | -11 | -3 | -1 | 0.0 | 33 | 0
CN1C(=O)SC(Nc2ccc(F)cc2)C1=O (configuration not stated) | -7 | 11 | -14 | 20 | -1 | 3 | 0.0 | 14 | 14
Cc1cc(C)n(C(=O)Cn2nc(C)c(Cl)c2C)n1 | -5 | 0 | 16 | -3 | 0 | -5 | -1.5 | -4 | 7
CCOC(=O)C1=C(C)NC2(O)c3ccccc3C(=O)C12O (configuration not stated) | -2 | -6 | 13 | -8 | -3 | -3 | 2.3 | -1 | 3
COc1cccc(CNc2ccc([N+](=O)[O-])cc2C)c1 | -3 | 27 | 4 | 23 | 18 | -1 | 1.8 | 3 | 0
O=C1OC(/C(=C\Nc2ccccc2)[N+](=O)[O-])c2ccccc21 (configuration not stated) | -1 | 14 | 12 | 9 | -14 | -4 | -0.4 | -12 | 7
CCn1c(COc2ccc3ccccc3c2C)nnc1SCC(=O)Nc1cccc(C(=O)O)c1 | 0 | 11 | -2 | 3 | 2 | -3 | 1.3 | 20 | -3
(cont.)
SMILES | APJ agonist | CCR6 antag | tim23-1 inh | APJ antagonist | EBI2 antag | UPR XBP1 act | CHOP UPR activ | Mdm2-MdmX inh | CXCR6 block
Cc1cccc(-c2nc(CSCC(=O)NCc3cccs3)c(C)o2)c1 | -3 | 11 | 27 | 6 | 4 | 1 | 0.1 | -4 | 4
O=C(NCc1ccccc1)N[C@@H](Cc1ccccc1)C(=O)O | -5 | -14 | 13 | -19 | -4 | -1 | -1.8 | -35 | -7
CCC(=O)c1c[nH]c(C(=O)NCc2cccc(C(F)(F)F)c2)c1 | 0 | -3 | 14 | -22 | -2 | -2 | 0.9 | 4 | -8
Cc1ccc(C2(C)NC(=O)N(CC(=O)Nc3ccc(N4CCOCC4)cc3N3CCOCC3)C2=O)cc1 (configuration not stated) | -4 | -13 | 10 | -4 | -5 | -5 | -1.0 | 26 | -5
Cc1c(NS(=O)(=O)c2ccc(F)cc2)c(=O)n(-c2ccccc2)n1C | -3 | 2 | 7 | -8 | -2 | 2 | 3.0 | 12 | 3
COc1ccc([N+](=O)[O-])cc1NC(=O)Cn1ccc(C(F)(F)F)n1 | -1 | 13 | 21 | 0 | -6 | -3 | 0.2 | 15 | 3
Cc1cc(Br)ccc1NC(=O)CN(C)C(=O)CN1C(=O)NC(C)(C2CC2)C1=O (configuration not stated) | -3 | 7 | 3 | 17 | -11 | -3 | 0.8 | -5 | 2
COc1ccc(NC(=S)NCCSc2ccc(C)cc2)c(OC)c1 | 0 | 16 | 44 | -5 | 2 | 0 | -1.0 | 21 | -1
CCOc1ccc(S(=O)(=O)c2c[nH]c3ccc(C)cc3c2=O)cc1 | -2 | -2 | -7 | -6 | -9 | 0 | -0.9 | 21 | -10
CCN(CC(=O)Nc1ccc(NC(C)=O)cc1)C(=O)c1cccc(-n2cccc2)c1 | -6 | 13 | -8 | 11 | -16 | -3 | 1.2 | 17 | 2
Cc1cc(C)c2c(=O)[nH]c(SCC(=O)N(C)C)nc2n1 | 1 | -7 | 4 | -2 | -6 | -4 | -1.6 | 19 | -4
CCCCOC(=O)NCN1C(=O)C2C3C=CC(C3)C2C1=O (configuration not stated) | -1 | -9 | 15 | 8 | -2 | -6 | -2.1 | 12 | -11

The list is partial; rates above refer to the full screens.
